# Bioassay records (PubChem BioAssay)
# PP5 inh: inhibitors of human protein phosphatase 5 (PP5); purified PP5c, OMFP substrate fluorescence; inhibition, % at 6.7 µM; 320,000 compounds, 0.18% hits; AID 1987;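 active = inhibition above the campaign's mean inhibition across all tested compounds plus 3 SD, cut at about 9.5% in these data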;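 also: 0% = DMSO only and 100% = 100 µM cantharidin control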
# Target sequence (P53041 whole entry, looked up): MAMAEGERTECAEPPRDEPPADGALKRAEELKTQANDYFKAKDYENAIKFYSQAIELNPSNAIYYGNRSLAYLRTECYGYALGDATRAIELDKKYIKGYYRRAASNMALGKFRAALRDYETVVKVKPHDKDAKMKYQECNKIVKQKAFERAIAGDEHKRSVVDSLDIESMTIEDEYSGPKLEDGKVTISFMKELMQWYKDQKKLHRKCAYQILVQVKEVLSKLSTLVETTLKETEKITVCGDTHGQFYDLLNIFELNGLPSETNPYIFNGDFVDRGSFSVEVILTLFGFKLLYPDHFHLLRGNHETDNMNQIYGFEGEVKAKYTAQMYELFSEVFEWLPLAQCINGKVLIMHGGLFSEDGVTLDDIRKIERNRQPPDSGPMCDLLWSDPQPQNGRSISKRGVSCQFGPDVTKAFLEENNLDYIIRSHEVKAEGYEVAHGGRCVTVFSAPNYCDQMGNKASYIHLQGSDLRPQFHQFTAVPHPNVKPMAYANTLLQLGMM
# core dimer inh: HCV core protein dimerization inhibition; TR-FRET GST/Flag-core106 dimerization, 1536-well; inhibition, % at 5 µM; 300,000 compounds, 0.33% hits; AID 1899;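 active = inhibition above the mean of all tested compounds plus 3 SD, set per screening campaign, cut at about 45% in these data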
#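 Assay system: Tagged HCV core106 pair (GST and Flag) | Buffer or medium: KF-containing HEPES buffer, pH 7.45, DTT, CHAPS, BSA | Also added: Eu donor and XL665 acceptor anti-tag antibodies | Dosing: One concentration, 5 µM, in 0.5% DMSO | Timing: 4 h at 22.5 °C | Technique: TR-FRET 671 and 617 nm emission | Repeats: Singlicate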
# Yeast superoxide: lowers age-related superoxide in aged yeast cells | superoxide response (% of plate mean), % at 10 µM | S. cerevisiae aged cells, superoxide DHE fluorescence; active compounds read low | 330,000 compounds, 0.18% hits;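 active = superoxide response under a set limit, about three screen SD below normal, cut at about 65% in these data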;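 also: yeast aged for seven days with compound at 30 °C before DHE staining; 100% = average MFI of all compound-treated wells on the plate with controls excluded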
# EBNA-1 inh: blocks EBNA-1 binding to DNA; EBNA-1 DNA binding, fluorescence polarization; inhibition, % at 14.8 µM; 300,000 compounds, 0.34% hits; AID 1950; in the data active = inhibition above about 28%
# TPT1 inhibitor: C. albicans TPT1 enzyme inhibition; recombinant caTPT1, FP RNA substrate dephosphorylation; inhibition, % at 5 µM; 300,000 compounds, 0.81% hits; AID 1962;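 active = inhibition above the mean of all tested compounds plus 3 SD, set per screening campaign, cut at about 24% in these data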;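 also: plate controls were DMSO alone for no effect and ferristatin control at 100 nM for full effect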
# ZTA counter: ZTA (EBV) inhibition in EBNA-1 counter-screen; P03206; ZTA-DNA binding, fluorescence polarization; inhibition, % at 11 µM; 320,000 compounds, 0.15% hits; AID 2234; in the data active = inhibition above about 33%
# Target sequence (P03206 whole entry, looked up): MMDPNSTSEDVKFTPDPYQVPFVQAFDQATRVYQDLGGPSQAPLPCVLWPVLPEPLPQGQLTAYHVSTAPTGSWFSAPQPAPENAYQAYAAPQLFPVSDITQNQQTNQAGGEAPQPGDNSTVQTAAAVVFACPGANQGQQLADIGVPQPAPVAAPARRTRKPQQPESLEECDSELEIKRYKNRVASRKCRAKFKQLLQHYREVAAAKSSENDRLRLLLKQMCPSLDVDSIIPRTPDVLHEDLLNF
# PP1 inh: counter-screen for PP5 inhibitors: inhibitors of human PP1-alpha | P62136 | purified PP1alpha, OMFP fluorescence | inhibition, % at 6.7 µM | 320,000 compounds, 0.9% hits | AID 2235;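 active = inhibition above the mean inhibition of all tested compounds plus 3 SD, computed separately for each screening campaign, cut at about 15% in these data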
# Target sequence (P62136 whole entry, looked up): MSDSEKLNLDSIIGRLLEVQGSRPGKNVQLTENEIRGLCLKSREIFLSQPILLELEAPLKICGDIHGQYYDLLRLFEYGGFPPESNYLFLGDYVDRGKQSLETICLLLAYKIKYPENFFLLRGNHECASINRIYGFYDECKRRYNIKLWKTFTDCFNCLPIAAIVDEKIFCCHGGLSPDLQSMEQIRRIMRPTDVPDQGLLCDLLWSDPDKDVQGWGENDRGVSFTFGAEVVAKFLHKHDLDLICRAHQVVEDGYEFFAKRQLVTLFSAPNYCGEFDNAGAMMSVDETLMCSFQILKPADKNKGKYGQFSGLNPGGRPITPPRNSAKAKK
# JMJD2C inh: human JMJD2C demethylase inhibition; GST-JMJD2C(1-420) H3K9me3 demethylation, DELFIA europium; inhibition, % at 2.35 µM; 330,000 compounds, 0.069% hits; AID 2099;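 active = more than half of a compound's replicate wells show inhibition beyond 50%, single wells judged on their own value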;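 also: signal counts dimethyl H3K9 product captured on neutravidin plate; 0% = median of DMSO wells and 100% = 0.3 times that DMSO median; strong numbers were not always called active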
# Fh CTSL1 inh: blocks F. hepatica cathepsin L1 in PFM18AAP counter-screen; inhibition, % at 5.96 µM; 300,000 compounds, 0.49% hits; recombinant F. hepatica cathepsin L1, Z-Leu-Arg-MCA fluorescence;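 active = inhibition above the mean of all tested compounds plus 3 SD, set per screening campaign, cut at about 17% in these data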;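 also: 0% = plate median of test compound wells and 100% = 1 µM Z-Phe-Ala-diazomethylketone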
# An asterisk follows results filed as active; i = inactive; . = no result given; & = joins results of further samples. Hits appear at their usual frequency; 3.1% or so of the library scored in one or more.
SMILES,PP5 inh,core dimer inh,Yeast superoxide,EBNA-1 inh,TPT1 inhibitor,ZTA counter,PP1 inh,JMJD2C inh,Fh CTSL1 inh
O=C(Cc1ccc(Br)cc1)N1CCN(c2ccccc2)CC1,0.5,-2,98,4,-3,-10,0,-10,0
C=CCn1c(SCc2csc(-c3ccc(C)cc3)n2)nnc1-c1ccccc1OC,-0.3,5,99,2,2,-1,3,3,-1
CC(=O)Nc1ccc(S(=O)(=O)NCCC(=O)Nc2cc(C)ccn2)cc1,-2.6,2,99,5,0,8,-6,2,-3
Cc1ccc(OCCCC(=O)Nc2ccc3c(c2)OCCO3)cc1,1.3,.,73,.,.,7,-2,-2,.
Cc1ccc(S(=O)(=O)c2c[nH]c3ccc(Cl)cc3c2=O)cc1,-2.3,1,83,3,-3,-1,-1,2,2
Cc1ccc(CNC(=O)COC(=O)CSc2cc(C)c(Br)cc2C)cc1,-0.8,-1,113,7,-2,-6,2,-25,-5
Cc1ccc2c(c1)N(CCC(=O)NC1CCCCC1C)C(=O)CO2 (centres undefined),2.3,-4,92,-1,-2,-7,1,i,-2
O=C(Cn1cncn1)N/N=C/c1cc([N+](=O)[O-])ccc1O,1.1,2,100,-4,-2,-10,0,7,5
O=S(=O)(NCC(c1cccnc1)N1CCOCC1)c1ccc(Cl)cc1 (centres undefined),-2.7,-6,99,0,3,-16,-5,-13,-2
CC1CCCN(C(=O)CN2CCC(c3nc4ccc(Cl)cc4[nH]3)CC2)C1 (centres undefined),3.4,0,94,-5,3,-12,-1,-4,-4
O=C(Nc1ccc(C(=O)N2CCCC2)cc1)c1ccccc1Br,2.7,6,90,-3,1,4,-4,-9,6
COC(=O)C1=C(C)N=C2SC(C)C(=O)N2C1/C=C/c1ccccc1 (centres undefined),-0.4,8,98,10,-1,2,2,1,-12
COc1cc(-c2ncc3ccccn23)cc(OC)c1OC,0.8,-8,92,10,0,-6,0,-3,-3
Cc1ccc(-c2nn(-c3cc(Cl)ccc3[N+](=O)[O-])c(=O)c3ccccc23)cc1C,2.4,3,88,-3,0,-25,-1,3,3
COc1cc2cc(C(=O)Nc3ccc4c(c3)OCCO4)[nH]c2cc1OC,4.7,-22,88,5,-3,-14,-2,-6,-1
CCCC1=[N+](CC(=O)c2ccc(Br)cc2)CCn2cccc21,-2.6,2,92,6,118*,-5,-2,-4,3
COCCN(C(=O)CCC(=O)Nc1ccccn1)C(C(=O)NC1CCCC1)c1ccc(OC)cc1 (centres undefined),1.9,5,124,-14,1,2,1,-3&-9,-5
S=c1[nH]c2ccccc2o1,-0.4,-3,95,6,5,9,-1,3,2
COc1ccc(CC(=O)N(C)Cc2cccc(F)c2)cc1S(=O)(=O)N1CCOCC1,1.0,0,111,-5,2,1,3,5,-3
Cc1ccc(S(=O)(=O)Nc2cc(C)c(O)c(Sc3n[nH]c(C)n3)c2)cc1,1.2,6,102,-4,-1,13,-3,2,-4
COc1cccc(C(=O)Nc2cccc(C(=O)NC3=NN(c4c(Cl)cc(Cl)cc4Cl)C(=O)C3)c2)c1,0.0,14,94,4,1,13,29*,-4,9
CNC(=O)C(=O)N/N=C/c1cccnc1,0.5,-7,104,2,-2,-11,0,11,-2
CCCCC(=O)Nc1cccc(NC(=O)c2cccc([N+](=O)[O-])c2)c1,1.6,6,105,1,-2,5,-3,4,-3
Cc1sc2ncn(CC(=O)N3CCCCC3)c(=O)c2c1S(=O)(=O)N1CCC(C)CC1,1.5,-4,93,2,2,-1,-1,-8,-3
Cc1ccc(NC(=S)N(CCN2CCCCC2)Cc2ccco2)cc1C,3.6,7,93,0,-1,-5,1,4,-3
CN(C)S(=O)(=O)N(CC(=O)N(Cc1ccccc1)Cc1ccccc1)c1ccccc1,-0.4,11,90,8,1,11,2,-3,3
CCCCN(Cc1ccccc1)C(=O)C1CCN(Cc2sccc2C)CC1,2.8,-1,101,-3,-1,-7,3,4,4
Cc1nc(SC(C(N)=O)c2ccccc2)c(C#N)c(C)c1C (centres undefined),1.2,4,104,-3,0,4,-6,5,5
Clc1ccc2c(c1)nc1n2CCCC1,-1.2,4,105,5,-5,16,-2,7,-5
O=C(Nc1nc2ccccc2s1)C1CCN(C(=O)c2ccco2)CC1,1.8,-4,98,-3,-3,1,4,-4,-3
O=C(O)c1ccc(NC(CSCc2ccc(F)cc2)C(=O)O)c([N+](=O)[O-])c1 (centres undefined),1.2,2,96,-14,-4,15,-5,1,-9
Nc1nc2c(s1)CCc1ccccc1-2,0.3,-10,100,5,-1,1,-5,7,3
O=C(Nc1nc2ccc(S(=O)(=O)N3CCCC3)cc2s1)c1ccccn1,1.4,-4,104,-8,1,-4,4,26,0
COc1cc(C(=S)N2CCCC2)ccc1O,0.0,2,117,5,-2,-11,-6,-1,-2
O=C(CSc1nnc(COc2ccc(Cl)cc2)o1)NC1CCCCC1,2.6,2,107,-4,0,-17,0,8,0
CC(=O)c1ccc(C(=O)Nc2nnc(-c3ccc(Cl)cc3)o2)cc1,-0.6,14,95,-2,-1,2,7,-5,-1
CCN1C(=O)[C@@H]2[C@@H](c3ccc(SC4CCCCC4)c(OC)c3)N3CCC[C@@]3(C(=O)OC)[C@@H]2C1=O,0.8,4,110,-5,-1,1,-1,3,1
O=C(O/N=C/c1cccc([N+](=O)[O-])c1)C1CC1,1.6,-2,103,-3,-5,-6,-4,1,-17
CC1(C)Oc2ccc(C(=O)N3CCOCC3)cc2N(CC(=O)Nc2ccccc2)C1=O,-0.1,4,109,-7,0,4,-1,-8,-4
CCc1nc2ccccc2c(C(=O)O)c1C,1.9,-4,85,4,-3,-26,1,11,0
CCOC(=O)c1cc(S(=O)(=O)NC2CCN(C(=O)OCC)CC2)cn1C,0.3,8,88,-7,0,-7,-3,6,1
CN(C(=O)c1ccc(NC(=O)Cc2ccc(NC(=O)C3CCN(C(=O)C4CCC4)CC3)cc2)cc1)C1CC1,0.8,.,105,.,.,6,0,41,.
COCCCNC(=O)c1cn(-c2cccc(OC)c2)c(=O)c2ccccc12,-1.1,-8,113,-14,0,-8,-3,-16,-2
O=C(CSc1cccc[n+]1[O-])c1cccs1,0.2,-2,95,3,2,20,-6,-2,6
CC(=O)Nc1ccc(S(=O)(=O)N2CN(c3ccc(C)cc3)c3nc4ccccc4nc32)cc1,-2.7,5,104,2,1,4,2,7,0
O=C(O)C1(c2ccccc2)CCN(S(=O)(=O)c2ccc(F)c(F)c2)CC1,-1.0,1,124,-5,0,6,-2,-8,-1
CN(C)/C=C(/C(=O)c1ccc(Cl)c(Cl)c1)c1nnnn1-c1ccccc1,0.4,-3,80,-2,-3,14,-1,14,2
CCCCOC(=O)C(C)Oc1ccc(=O)n(-c2ccccc2)n1 (centres undefined),1.5,11,93,8,-5,4,-1,-12,3
Cc1ccc(C)c(N=Cc2ccc(-c3ccc([N+](=O)[O-])cc3)o2)c1,2.2,22,89,3,1,15,-2,-25,1
CCCCNC(=O)c1cc2n(n1)C(C(F)(F)F)CC(c1ccccc1)N2 (centres undefined),-0.2,0,119,7,0,4,-1,-4,7
Cc1nc2ccccn2c1C(=O)N/N=C/c1ccccc1,0.7,-6,107,-12,-4,-3,0,-1,-1
Cc1cc(C)c(S(=O)(=O)Nc2ccc(N3CCOCC3)cc2)c(C)c1,-1.1,3,104,-14,-1,0,7,9,-7
COc1ccc(C2NC(=O)C(C#N)=C(S)N2c2ccc(C)cc2)cc1OC (centres undefined),-1.9,-5,78,-5,-4,-23,-1,-3,6
COc1cccc(C(=O)NCC2(c3ccc(OC)c(OC)c3)CCCC2)c1,1.6,0,95,-13,-1,13,2,-4,-5
ClCCN1C2=NCCCN2c2ccccc21,-1.2,1,92,10,0,9,12,-3,5
CC[C@H](C)[C@H](NS(=O)(=O)c1ccc(C)cc1)C(=O)N1CCC(C(=O)N[C@@H](C)C(=O)O)CC1,3.0,-6,96,5,-2,-21,2,-7,0
Cc1csc(NC(=O)c2ccc(=O)[nH]c2)n1,-0.5,-3,98,4,-2,3,0,-13,2
Cc1cc(C)cc(N(C(=O)C(F)(F)F)C(C(=O)NC2CCCCC2)c2cccs2)c1 (centres undefined),0.2,10,101,2,-2,-3,1,-3,1
CCC1=C(OC(=O)N(CC)CC)N2C(=O)OC(=NCC3CC3)[C@]2(C)[C@H]2C1=CC[C@H]1C(=O)NC(=O)[C@H]12,4.8,-16,94,-13,-4,-32,2,-3,2
CCOc1ccc(S(=O)(=O)N2CCOCC2)cc1NC(=O)CSC(=S)N1CCCC1,-0.4,3,91,4,-2,-13,-2,-10,3

# Reformatted: 3 of the compounds above
> CCCCNC(=O)c1cc2n(n1)C(C(F)(F)F)CC(c1ccccc1)N2 (centres undefined)
  PP5 inh = -0.2 | core dimer inh = 0 | Yeast superoxide = 119 | EBNA-1 inh = 7 | TPT1 inhibitor = 0 | ZTA counter = 4 | PP1 inh = -1 | JMJD2C inh = -4 | Fh CTSL1 inh = 7
> Cc1nc2ccccn2c1C(=O)N/N=C/c1ccccc1
  PP5 inh = 0.7 | core dimer inh = -6 | Yeast superoxide = 107 | EBNA-1 inh = -12 | TPT1 inhibitor = -4 | ZTA counter = -3 | PP1 inh = 0 | JMJD2C inh = -1 | Fh CTSL1 inh = -1
> Cc1cc(C)c(S(=O)(=O)Nc2ccc(N3CCOCC3)cc2)c(C)c1
  PP5 inh = -1.1 | core dimer inh = 3 | Yeast superoxide = 104 | EBNA-1 inh = -14 | TPT1 inhibitor = -1 | ZTA counter = 0 | PP1 inh = 7 | JMJD2C inh = 9 | Fh CTSL1 inh = -7

# (next part)
SMILES,PP5 inh,core dimer inh,Yeast superoxide,EBNA-1 inh,TPT1 inhibitor,ZTA counter,PP1 inh,JMJD2C inh,Fh CTSL1 inh
O=[N+]([O-])c1ccc(S(=O)(=O)N2CCN(Cc3ccco3)CC2)cc1,2.6,-7,113,-2,0,-13,2,-6,0
Cn1nc(C(=O)N2CCN(c3ccc(F)cc3)CC2)c2c1-c1ccccc1S(=O)(=O)C2,1.2,11,101,11,1,5,-1,-6,7
Cc1ccc(S(=O)(=O)NCCc2nnc3ccc(SCC(=O)Nc4nc(C)cs4)nn23)cc1,-1.0,-3,101,5,3,-9,-2,2,-2
CCCCN(CCCC)C(=O)CCS(=O)(=O)c1ccc2c(c1)n(C)c(=O)c(=O)n2C,0.3,4,88,4,0,1,-1,12,-2
CN(C(=O)COC(=O)CCCN1C(=O)c2cccc3cccc(c23)C1=O)C1CCS(=O)(=O)C1 (centres undefined),-1.6,1,99,3,-1,-4,-3,3,2
c1ccc(N2CCN(c3ccccc3)C2c2ccncc2)cc1,3.4,-3,87,6,0,-2,0,-2,-5
COc1ccccc1N1CCN(C(C)C(=O)N2CC(C)OC(C)C2)CC1 (centres undefined),0.9,-2,94,-14,2,1,0,-13,4
CCOC(=O)c1c(NC(=O)Cn2nc([N+](=O)[O-])c(Br)c2C)sc2c1CCC(C)C2 (centres undefined),-0.2,-5,92,0,-7,-7,-1,1,5
O=C(NCc1ccc2c(c1)OCO2)C1CC(=O)N(CCc2ccccc2)C1 (centres undefined),0.5,1,95,6,1,-1,-1,2,-2
CC12COC3(C(=O)Nc4ccc(Cl)cn4)CC1CCC32C (centres undefined),0.3,-3,93,-11,-2,-1,-1,20,2
COc1nnc(-c2ccc(C)c(S(=O)(=O)NC(C)C)c2)c2ccccc12,1.6,6,96,-4,-3,7,-1,1,3
COCCN1C(=O)N[C@@H](c2cccc(C(F)(F)F)c2)[C@H](C(C)=O)[C@H]1C,-1.5,-2,103,3,0,-5,-3,-15,6
CCNC(=O)CC1C(=O)N(c2ccc(OC)cc2)C(=O)N1CCOC (centres undefined),0.4,2,99,1,-1,-4,1,-6,0
